AmpC inh no detg = qHTS Inhibitors of AmpC Beta-Lactamase (assay without detergent); P00811; Potency, µM (doses to about 57.1 µM), for the others: at the top dose activity change, negative = inhibition, hits mostly inhibitors; AmpC nitrocefin hydrolysis, absorbance 480 nm, 0.0001% Triton; hit rate 0.52% among 330,000;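 note: potency is the fitted concentration of half-maximal effect; plate controls were no compound for no effect and no enzyme for full effect; nearly all actives have a fitted effect of over 20% in size; some results filed as inactive show a strong effect at the top dose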
Target sequence (P00811 whole entry, looked up): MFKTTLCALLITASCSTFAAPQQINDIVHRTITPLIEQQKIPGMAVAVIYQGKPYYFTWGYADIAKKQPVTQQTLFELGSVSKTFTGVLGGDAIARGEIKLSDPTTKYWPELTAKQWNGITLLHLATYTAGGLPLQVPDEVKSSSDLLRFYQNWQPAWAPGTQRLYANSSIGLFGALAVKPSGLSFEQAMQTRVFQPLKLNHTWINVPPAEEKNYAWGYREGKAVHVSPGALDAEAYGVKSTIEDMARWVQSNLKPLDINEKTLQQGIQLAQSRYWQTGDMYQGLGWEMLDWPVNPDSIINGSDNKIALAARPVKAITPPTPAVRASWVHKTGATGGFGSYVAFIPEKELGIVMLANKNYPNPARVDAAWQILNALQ
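AmpC (5.3 nM in the dispensed reagent) in 20 mM phosphate pH 7.0 with 0.01% (detergent screen) or 0.0001% Triton X-100 was preincubated with compounds for 15 min at room temperature. Nitrocefin was then added from an 800 uM solution, and hydrolysis was followed at 480 nm.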
FBPA Giardia inh = qHTS Assay for Inhibitors of Fructose-1,6-bisphosphate Aldolase from Giardia Lamblia; A8B2U2; purified Giardia FBPA; hit rate 0.71% among 290,000; Potency, µM (top dose mostly 59.6 µM), inactives show at the highest dose activity, negative = inhibition, hits mostly inhibitors; note: potency is the fitted concentration of half-maximal effect; nearly all actives have a fitted effect of over 55% in size
Target sequence (A8B2U2 whole entry, looked up): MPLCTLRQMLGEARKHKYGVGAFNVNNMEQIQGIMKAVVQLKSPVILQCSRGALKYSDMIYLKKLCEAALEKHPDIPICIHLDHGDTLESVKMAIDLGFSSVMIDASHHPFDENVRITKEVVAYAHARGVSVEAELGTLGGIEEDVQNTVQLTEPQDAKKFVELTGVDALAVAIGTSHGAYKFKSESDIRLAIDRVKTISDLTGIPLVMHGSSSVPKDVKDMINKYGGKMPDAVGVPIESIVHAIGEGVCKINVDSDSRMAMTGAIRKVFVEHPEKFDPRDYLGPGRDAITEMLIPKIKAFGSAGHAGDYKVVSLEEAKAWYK
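40 nM FBPA preincubated 10 min at RT with compound (up to 57.5 uM final), then substrate plus GAPDH/TPI/NAD/arsenate coupling and diaphorase/resazurin added. Fluorescence read after 20 min at RT, 525/598 nm.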
HCMV antiviral = qHTS Assay for inhibitors of the human cytomegalovirus (HCMV); HFF cells, HCMV-luciferase reporter, 72 h; hits give low values; activity change, negative = inhibition, % at 57.5 µM; hit rate 4.5% among 410,000; AID 1259415, 2018; in the data active = activity change below about -60%; inconclusive = no clear call, values can overlap the other calls; inactive = above about -39%
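After 16 h attachment at 37C, HFF cells received test compound and HCMV-luciferase (1 PFU/cell); reporter luminescence read 72 h later, data normalized against buffer-only and known inhibitor Salinomycin.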
Sm TGR block = qHTS Assay for the Inhibitors of Schistosoma Mansoni Peroxiredoxins; Schistosoma mansoni thioredoxin glutathione reductase (TGR), Q962Y6; purified TGR, DTNB reduction, TNB absorbance 405 nm; Potency, µM (doses to about 114 µM), for the others: top-dose activity change, negative = inhibition, actives largely listed as inhibitors; hit rate 3% among 360,000; note: potency is the fitted concentration of half-maximal effect; nearly all actives have a fitted effect of over 60% in size
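First, TGR (20 nM dispensed) and NADPH were mixed with compound. Second, a 15 min room-temperature incubation followed. Third, further NADPH and then DTNB were added to start the reaction. Finally, TNB absorbance was monitored kinetically.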
AmpC inh detg = qHTS Inhibitors of AmpC Beta-Lactamase (assay with detergent); P00811; AmpC hydrolysis of nitrocefin, absorbance 480 nm, 0.01% Triton; Potency, µM (doses to about 114 µM), without a hit: at the highest dose activity change, negative = inhibition, hits mostly inhibitors; hit rate 0.041% among 370,000;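 note: potency is the fitted concentration of half-maximal effect; 0% = no-compound wells and -100% = no-enzyme wells; nearly all actives have a fitted effect of over 25% in size; some results filed as inactive show a strong effect at the top dose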
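20 mM phosphate pH 7.0 + 0.01% (detergent screen) or 0.0001% Triton X-100; 5.3 nM AmpC reagent; cpd preinc 15 min RT; nitrocefin (800 uM stock) to start; A480 q20 s × 4 min; Activity was normalised to no-enzyme and no-compound control wells.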
AMA1 RON2 block = qHTS for Inhibitors of AMA1-RON; Towards Development of Antimalarial Drug Lead: Primary Screen; hit rate 0.2% among 360,000; AlphaScreen AMA1-biotinylated RON2 peptide binding; Plasmodium falciparum AMA1 (3D7) - RON2 peptide interaction; Potency, µM (titrated, usually from 58.2 µM), for inactives: at the top dose activity change, negative = inhibition, actives largely listed as inhibitors;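 note: potency is the fitted concentration of half-maximal effect; 0% = vehicle wells and -100% = peptide control; nearly all actives have a fitted effect of over 45% in size; some results filed as inactive show a strong effect at the top dose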
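AMA1 (3D7) with his tag at 25 nM final met compounds first, then biotinylated RON2 peptide at 25 nM; detection used donor plus acceptor beads, 10 µg/mL apiece, read by AlphaScreen after 30 min at room temperature.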
The depositor's hits bear a star; ? = inconclusive; . = no result given; [ ] = dose if it differs, or a comment. Unless noted, calls come from the whole dose curve; as a rule, active = well fitted curve in the direction sought with a large enough effect; inconclusive = small, poorly fitted or top-dose-only effect, or another doubt; inactive = no such curve, though single readings can be large; an effect the other way counts as inactive or inconclusive. Unless noted, % is set by controls: 0 for no effect and ±100 for the full control effect.

The line under a structure holds: Sm TGR block	AmpC inh no detg	AMA1 RON2 block	HCMV antiviral	FBPA Giardia inh	AmpC inh detg
COCCn1nnnc1CN1C2CCCC1CC(NC(C)=O)C2 (stereo not drawn)
  ?	-17%	-22%	7	5%	?
CN(C)S(=O)(=O)c1ccc(C(=O)N2CC(=O)Nc3ccc(Br)cc3C2c2ccc(F)cc2)cc1 (stereo not drawn)
  7%	.	.	0	.	0%
CSCC[C@H](NC(=O)c1ccco1)c1nnc2ccccn12
  -9%	-11%	-5%	25	3%	-12%
Cc1ccc2c(=O)cc(C(=O)NC3CCS(=O)(=O)C3)oc2c1 (stereo not drawn)
  -27%	-14%	1%	-19	.	5%
N#Cc1ccc(OCC(=O)OCC(=O)c2ccccc2)cc1
  .	-22%	10%	7	.	.
C=CCN1C(=O)c2ccc(C(=O)N3CCN(S(=O)(=O)c4ccccc4Br)CC3)cc2C1=O
  3%	70%[activator]	0%	4	.	-1%
O=c1[nH]c(=O)n(Cc2ccccc2)c(O)c1C=NCCCn1ccnc1
  -16%	-8%	38%[activator]	-27	-2%	-12%
Cc1cc(=O)oc2cc(OCc3ccc(C(=O)OCC(=O)N(C)C4CCS(=O)(=O)C4)cc3)ccc12 (stereo not drawn)
  5%	-17%	-5%	19	-5%	5%
Cc1ccc2cc(CCNC(=O)c3c(-c4ccccc4Cl)noc3C)c(=O)[nH]c2c1
  -3%	-5%	-2%	-95*	-1%	?
Cc1cc(C)cc(NC(=S)NC2CC3CCC(C2)N3Cc2ccco2)c1 (stereo not drawn)
  -32%	-23%	-7%	-40	1%	-3%

Additional records
The line under a structure holds: Sm TGR block	AmpC inh no detg	AMA1 RON2 block	HCMV antiviral	FBPA Giardia inh	AmpC inh detg
COc1ccc(C2C=C(c3ccc(F)cc3)Nc3nc(-c4ccc(Cl)cc4)nn32)cc1 (stereo not drawn)
  1%	.	.	-101*	.	8%
COc1ccccc1C1CC(=O)NC(C)=C1C(=O)OCC(C)C (stereo not drawn)
  5%	1%	-6%	-5	4%	0%
c1ccc(-c2ccc(-c3nc(-c4cccnc4)no3)cc2)cc1
  13%[11.4 µM]	-7%	4%	14	1%	?
COc1ccc(NC(=S)N(CCCN2CCCC2)Cc2cccs2)cc1
  -1%	21%	26%	16	-15%	0%
C/C(=N\N=C(N)N)c1cccc([N+](=O)[O-])c1
  -2%	-32%	-21%	-29	0%	1%
COc1ccc(NC(=O)CN2CCC3(O)CCCCC3C2c2ccccc2OC)cc1 (stereo not drawn)
  -2%	62%[activator]	.	?	3%	-16%
CCS(=O)(=O)Nc1ccc(-c2cc(-c3ccccc3)c3cc(C)ccc3n2)cc1
  -1%	23%	-11%	-9	13%	?
CCN(CC)CCOCCOc1ccccc1F
  0%	-3%	1%	-12	1%	-5%
Cc1ccc2c(COC(=O)CNS(=O)(=O)c3ccccc3)cc(=O)oc2c1
  .	-27%	-1%	-13	.	.
Cc1ccc(C(=O)NCC(=O)O)s1
  -1%	-3%	-2%	2	-5%	-2%

Continued; it opens with the 6 that closed the last part.
The line under a structure holds: Sm TGR block	AmpC inh no detg	AMA1 RON2 block	HCMV antiviral	FBPA Giardia inh	AmpC inh detg
C/C(=N\N=C(N)N)c1cccc([N+](=O)[O-])c1
  -2%	-32%	-21%	-29	0%	1%
COc1ccc(NC(=O)CN2CCC3(O)CCCCC3C2c2ccccc2OC)cc1 (stereo not drawn)
  -2%	62%[activator]	.	?	3%	-16%
CCS(=O)(=O)Nc1ccc(-c2cc(-c3ccccc3)c3cc(C)ccc3n2)cc1
  -1%	23%	-11%	-9	13%	?
CCN(CC)CCOCCOc1ccccc1F
  0%	-3%	1%	-12	1%	-5%
Cc1ccc2c(COC(=O)CNS(=O)(=O)c3ccccc3)cc(=O)oc2c1
  .	-27%	-1%	-13	.	.
Cc1ccc(C(=O)NCC(=O)O)s1
  -1%	-3%	-2%	2	-5%	-2%
CCCc1nc(N2CCCC2)c(C#N)c2c1CCCC2
  0%	-17%	16%	-12	7%	-9%
CCOC(=O)C1CCN(C(=O)c2cc3ccc4ccc(C)[nH]c4c3n2)CC1
  11%	.	.	71	.	0%
Nc1c(C(=O)CSc2nnc(COc3ccc(Cl)cc3)o2)c(=O)[nH]c(=O)n1C1CC1
  -3%	-3%	1%	-6	.	5%
COc1cccc(NC(=O)NCC2CCN(Cc3ccc(F)cc3)CC2)c1
  -10%	-19%	-3%	17	7%	0%
CC(=O)N(Cc1ccccc1)c1ccc(C(=O)O)cc1
  2%	-27%	-8%	-12	13%	?
COc1ccc(CC(=O)NCc2n[nH]c(=S)n2-c2ccc(F)cc2)cc1
  9%	-21%	35%[activator]	-16	-16%	-6%
COc1ccccc1[C@@]1(C)ON(c2ccccc2C(F)(F)F)C1=O
  0%	-10%	11%	-4	.	0%
COc1ccccc1N1CCN(C(c2ccccc2)c2nnc(-c3ccccc3Cl)o2)CC1 (stereo not drawn)
  12%	.	.	10	.	13%
CC(=O)c1cccc(NC(=O)N2CCC(c3nnc(SCC(N)=O)n3C)CC2)c1
  27%[11.4 µM]	-15%	8%	33	-11%	4%
O=C(Nc1ccccc1N1CCOCC1)C1=COCCO1
  -4%	-10%	-3%	-5	.	-1%

Next section
The line under a structure holds: Sm TGR block	AmpC inh no detg	AMA1 RON2 block	HCMV antiviral	FBPA Giardia inh	AmpC inh detg
CCOP(=O)(c1ccccc1)C(O)c1ccc(F)cc1 (stereo not drawn)
  -6%	-9%	-9%[2.32 µM]	8	5%	-6%
CC(C)(C)OC(=O)N1CCC(c2c(C(=O)N3CCN(C4CCCCC4)CC3)cnn2-c2ccccc2)CC1
  5%	127%[activator]	4%	?	.	-14%
COc1ccc(NC(=O)Cn2nnc(-c3ccccc3NS(=O)(=O)c3ccc(OC)cc3)n2)cc1
  -3%	-12%	5%	-12	25%	-19%
O=C(NCc1ccc(Cl)cc1)c1cc2ccccn2n1
  0%	-14%	-2%	14	4%	-8%
COc1ccc(CNC(=O)CCNS(=O)(=O)c2ccc(Cl)cc2)cc1
  -2%	-11%	16%	-32	2%	-2%
CC(=O)Nc1ccc(S(=O)(=O)N(C)CC(=O)NC2CCCCCCC2)cc1
  .	1%	7%	-3	.	.
CCOc1ccc(C2NC(=O)c3ccccc3O2)cc1OCC (stereo not drawn)
  9%	-13%	18%	40	12%	3%
CCOC(=O)C1CCN(C(=O)CCc2c(C)nc3ncnn3c2C)CC1
  -15%	-17%	-17%	21	-4%	-2%
CCc1ccccc1OCC(=O)NC1CCCC1
  -1%	-21%	13%	-27	9%	-17%
Cc1[nH]c(C)c2c(=O)n(Cc3ccc(Cl)cc3)ncc12
  1%	-18%	-16%	?	2%	-3%

Other structures follow.
The line under a structure holds: Sm TGR block	AmpC inh no detg	AMA1 RON2 block	HCMV antiviral	FBPA Giardia inh	AmpC inh detg
CCOc1ccc(-c2nc(S(=O)(=O)c3ccccc3)c(N3CCOCC3)o2)cc1
  .	-4%	-14%	-39	-15%	-4%
CCc1nnc(NC(=O)Cc2ccc(Br)cc2)s1
  10%	-17%	-3%	-1	6%	3%
Cc1ccc(CNC(=O)C(=O)NCC2OCCN2S(=O)(=O)c2cccs2)cc1 (stereo not drawn)
  -5%	-1%	-1%	13	0%	-15%
CC1(C)C2CCC1(CS(=O)(=O)NCCc1c[nH]c3ccccc13)C(=O)C2 (stereo not drawn)
  -6%	-4%	-4%	75	10%	-10%
CN1CCN(CCCNC(=O)c2cc3c(=O)n(C)c4ccccc4c3s2)CC1
  ?	31%	-11%	22	-7%	?
CCCNC(=S)N1CCCC(c2nc3ccccc3[nH]2)C1 (stereo not drawn)
  -5%	-17%	-13%	11	-1%	4%
COc1cccc(OC)c1C(=O)NCC12CC3CC(C1)CC(CNC(=O)c1c(OC)cccc1OC)(C3)C2
  8%	23%	1%	53	2%	-11%
COc1ccc(C(=O)COC(=O)c2cc(-c3ccccc3)nc3c(C)cccc23)cc1
  -6%	.	.	-5	.	1%
Cc1cccc(NC(=O)CCCSc2nc3ccccc3[nH]2)c1
  5%	-26%	-10%	?	-20%	?
CCOC(=O)c1c(/N=C/c2c(O)n(-c3ccccc3F)c(=S)[nH]c2=O)sc2c1CCCC2
  11µM*	-43%	-7%	-6	18µM*	?

Continued.
The line under a structure holds: Sm TGR block	AmpC inh no detg	AMA1 RON2 block	HCMV antiviral	FBPA Giardia inh	AmpC inh detg
CS(=O)(=O)c1ccc(C(=O)Nc2cccc(-c3nc4ccccc4[nH]3)c2)cc1
  -3%	-41%	-2%	27	2%	-11%
COc1ccccc1CNC(=O)C1CCC1
  4%	-15%	-15%	26	-1%	-1%
Clc1ccccc1COc1ccccc1-c1nnco1
  -5%	-4%	8%	?	1%	?
CN(C(=O)CSc1cn(CC(=O)N2CCCCCC2)c2ccccc12)c1ccccc1
  1%	.	.	105	.	-3%
COCCn1nnnc1C(CC(C)C)N1CCN(c2nc3ccccc3s2)CC1 (stereo not drawn)
  14%	145%[activator]	14%	-9	1%	3%
O=C(NCc1ccco1)c1c(O)c2cccc3c2n(c1=O)CCC3
  2%	-23%	-3%	-11	-1%	?
Cc1coc2c(C)c3oc(=O)c(CC(=O)N[C@@H](CC(C)C)C(=O)O)c(C)c3cc12
  -18%	-2%	-3%	81	13%	-6%
CCCNC(=O)[C@H](Cc1c[nH]c2ccccc12)NC(=O)c1ccccc1Cl
  4%	-22%	-5%[2.32 µM]	7	-4%	-12%
Cc1csc(NC(=O)CSc2ccc(-c3ccccc3)nn2)n1
  -1%	-30%	-2%	.	0%	2%
CCOC(=O)N1CCN(C(=O)c2ccc3c(c2)sc2nc(-c4ccc(OC)cc4)cn23)CC1
  -1%	136%[activator]	9%	.	0%	-2%

The listing continues:
The line under a structure holds: Sm TGR block	AmpC inh no detg	AMA1 RON2 block	HCMV antiviral	FBPA Giardia inh	AmpC inh detg
O=C(c1cccc(S(=O)(=O)N2CCCCC2)c1)N1CCOCC1
  7%	-6%	5%	10	7%	-7%
COc1ccccc1CCc1nnc(CCC(=O)NCCOc2cccnc2)o1
  4%	10%	12%	-5	8%	-1%
COC(=O)CSc1nc(Cc2ccccc2)nc2ccccc12
  9%	1%	22%	-9	6%	-2%
COc1cccc(C2CC(=O)Nc3cc(OC)c(OC)c(OC)c32)c1OC(C)C (stereo not drawn)
  7%	.	.	-4	.	18%
CCOC(=O)C1=C(C)Nc2nc(C)nn2C1c1ccc(OC)c(OC)c1 (stereo not drawn)
  -13%	-8%	-3%	23	2%	?
C[C@]12CC[C@H]3[C@@H](CCC4=CC(=O)CC[C@@]43O)[C@@H]1CCC2=O
  13%	-8%	4%	-2	8%	2%
CCn1c(SCC(=O)NNC(=O)c2ccccc2)nnc1-c1ccncc1
  -10%	?	2%	-6	4%	0%
CC(C)(C)OC(=O)NCCCC[C@H](NC(=O)c1nc[nH]c1C(=O)N1CCN(c2ccccc2)CC1)C(=O)OC(C)(C)C
  0%	156%[activator]	90%[activator]	21	-7%	2%
